Screening data as filed in PubChem BioAssay.
Yeast superoxide: reduction of superoxide in aged yeast, primary screen, HTS | superoxide response (% of plate mean), % at 10 µM | S. cerevisiae aged cells, superoxide DHE fluorescence; hits give low values | 330,000 compounds, 0.18% hits;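 active = superoxide response under a set limit, about three screen SD below normal, cut at about 65% in these data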;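 also: yeast aged for seven days with compound at 30 °C before DHE staining; 100% = average MFI of all compound-treated wells on the plate with controls excluded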
EBNA-1 inh: EBNA-1 DNA-binding inhibitors, primary screen, biochemical, fluorescence polarization; 300,000 compounds, 0.34% hits; AID 1950, 2009; inhibition, % at 14.8 µM; in the data active = inhibition above about 28%
ZTA DNA inh: ZTA (EBV) inhibition in EBNA-1 counter-screen; P03206; AID 2234; inhibition, % at 11 µM; ZTA-DNA binding, fluorescence polarization; 320,000 compounds, 0.15% hits; in the data active = inhibition above about 33%
core dimer inh: inhibitors of HCV core protein dimerization, primary screen, biochemical, TR-FRET, high-throughput | AID 1899, 2009 | TR-FRET GST/Flag-core106 dimerization, 1536-well | 300,000 compounds, 0.33% hits | inhibition, % at 5 µM;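 active = inhibition above the mean of all tested compounds plus 3 SD, set per screening campaign, cut at about 45% in these data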
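System – GST-tagged and Flag-tagged HCV core protein residues 1-106 · Repeats – one well for each compound · Technique – TR-FRET 671 and 617 nm emission · Doses – one concentration, 5 µM, in 0.5% DMSO · Times – 4 h, 22.5 °C incubation · Also added – Eu donor and XL665 acceptor anti-tag antibodies · Measure – percent inhibition of core106 dimerization signal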
TPT1 inhibitor: Candida albicans TPT1 enzyme inhibitors, primary screen, biochemical, fluorescence polarization; tRNA 2'-phosphotransferase TPT1 (Candida albicans SC5314); 300,000 compounds, 0.81% hits; recombinant caTPT1, FP RNA substrate dephosphorylation; inhibition, % at 5 µM;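 active = inhibition above the mean of all tested compounds plus 3 SD, set per screening campaign, cut at about 24% in these data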;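 also: plate controls were DMSO alone for no effect and ferristatin control at 100 nM for full effect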
PP1 counter: PP1-alpha phosphatase inhibitors, primary screen, counter-screen for PP5 inhibitor project, biochemical, fluorescence, OMFP substrate, single point; inhibition, % at 6.7 µM; AID 2235, 2010; 320,000 compounds, 0.9% hits; purified PP1alpha;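 active = inhibition above the mean inhibition of all tested compounds plus 3 SD, computed separately for each screening campaign, cut at about 15% in these data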
PP5 inh: PP5 phosphatase inhibitors, primary screen, biochemical, fluorescence | Serine/threonine-protein phosphatase 5 (Homo sapiens), P53041 | purified PP5c, OMFP substrate fluorescence | inhibition, % at 6.7 µM | 320,000 compounds, 0.18% hits;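 active = inhibition above the campaign's mean inhibition across all tested compounds plus 3 SD, cut at about 9.5% in these data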;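 also: 0% = DMSO only and 100% = 100 µM cantharidin control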
Fh CTSL1 inh: Fasciola hepatica cathepsin L1 inhibitors, primary screen, counter-screen for PFM18AAP inhibitor project, biochemical, QFRET, fluorogenic peptide substrate. inhibition, % at 5.96 µM. 300,000 compounds, 0.49% hits. recombinant F. hepatica cathepsin L1, Z-Leu-Arg-MCA fluorescence;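 active = inhibition above the mean of all tested compounds plus 3 SD, set per screening campaign, cut at about 17% in these data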;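 also: 0% = plate median of test compound wells and 100% = 1 µM Z-Phe-Ala-diazomethylketone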
GASC-1 inh: inhibitors of GASC-1 histone demethylase, primary screen, biochemical, fluorescence, DELFIA europium; GST-JMJD2C(1-420) H3K9me3 demethylation; AID 2099, 2009; 330,000 compounds, 0.069% hits; inhibition, % at 2.35 µM;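 active = more than half of a compound's replicate wells show inhibition beyond 50%, single wells judged on their own value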;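 also: signal counts dimethyl H3K9 product captured on neutravidin plate; 0% = median of DMSO wells and 100% = 0.3 times that DMSO median; strong numbers were not always called active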
* = called active by the depositor; . = no result given.

SMILES	Yeast superoxide	EBNA-1 inh	ZTA DNA inh	core dimer inh	TPT1 inhibitor	PP1 counter	PP5 inh	Fh CTSL1 inh	GASC-1 inh
CSc1ccc(CN2CCC(Cc3ccccc3)CC2)cc1	93	11	1	-9	-4	1	-0.7	-3	-3
O=C(CCN1CCCCC1)c1ccc2c(c1)OCCO2	92	2	3	-5	-2	-5	-1.8	-2	11
c1ccc(CSc2nnc(-c3ccccn3)n2-c2ccccc2)cc1	100	-14	9	2	0	-3	0.0	9	2
O=C(Cc1cccs1)Nc1ccccc1C(=O)O	115	7	3	-9	-3	-2	0.3	-6	-3
Cc1ccc2c(c1)C(c1ccc(F)cc1)N(C(=O)c1ccc(S(=O)(=O)N(C)C)cc1)CC(=O)N2 (configuration not stated)	105	-6	-7	9	0	0	1.9	0	-21
O=C(Cc1ccccc1)Nc1nc(-c2cccs2)cs1	102	8	2	3	2	4	2.0	2	-7
CCC1CCCCN1C(=O)CSc1nc2c(c(=O)n(C)c(=O)n2C)n1C (configuration not stated)	105	-4	2	-4	0	1	1.6	1	7
O=C(NC1CCCC1)C(Cc1ccccc1)n1cccc1 (configuration not stated)	85	3	1	1	-3	0	-1.5	4	-6
Cc1cc(C(=O)OCC(=O)N2CCOCC2)c2ccccc2n1	99	0	-3	-7	4	2	3.2	-6	1
COc1cccc(CNC(=S)Nc2ccc(Cl)cc2C)c1	81	-4	12	12	-1	2	1.8	1	4
CC(=O)Nc1cccc(C(=O)N/N=C/c2ccc(C)o2)c1	102	-2	-21	-6	-6	-1	0.9	-4	-3
COc1ccc(C(=O)Nc2ccc(S(=O)(=O)Nc3nccc(C)n3)cc2)cc1[N+](=O)[O-]	98	-17	-5	1	-1	-3	0.6	-2	1
CC(=O)Nc1ccc(S(=O)(=O)NNC2=NS(=O)(=O)c3ccccc32)cc1	87	-12	-13	-7	-3	-1	-0.5	-2	3
COc1cc2cc(CN(CCc3ccccc3C)C(=S)NCCCN3CCOCC3)c(=O)[nH]c2cc1OC	98	-5	-7	-8	1	1	2.5	3	30
Cc1ccc(OC(F)F)c(NC(=O)Nc2ccc3c(c2)OCO3)c1	104	4	9	9	2	0	3.5	4	-9
N#Cc1ccccc1S(=O)(=O)N1CCN(C(=O)c2ccc(-n3cncn3)c([N+](=O)[O-])c2)CC1	91	-6	-2	3	-5	-5	-1.5	-1	0
CCCCn1c(N)c(NCCC)c(=O)[nH]c1=O	103	-8	-19	-15	-10	-2	2.5	-4	-16
COc1ccc2[nH]c(=O)c(CNc3ccc(C)c(C)c3)cc2c1	96	-4	-13	0	-4	5	5.1	-2	30
CC1=NN(C(=O)c2ccccc2Br)C(O)(c2cccnc2)C1 (configuration not stated)	98	-3	-11	-1	-2	-2	2.5	2	-8
CCn1c(SCC(=O)N/N=C/c2cc(OC)c(OC)c(OC)c2)nc2ccccc21	96	3	7	1	2	-5	1.0	-6	-6

Single entries from the results shown.
`O=C(Cc1ccccc1)Nc1nc(-c2cccs2)cs1` in PP5 inh is entered as 2.0
`Cc1ccc2c(c1)C(c1ccc(F)cc1)N(C(=O)c1ccc(S(=O)(=O)N(C)C)cc1)CC(=O)N2` (configuration not stated) in TPT1 inhibitor is entered as 0
`Cc1cc(C(=O)OCC(=O)N2CCOCC2)c2ccccc2n1` in Fh CTSL1 inh is entered as -6
`CCCCn1c(N)c(NCCC)c(=O)[nH]c1=O` in ZTA DNA inh is entered as -19
`O=C(NC1CCCC1)C(Cc1ccccc1)n1cccc1` (configuration not stated) in PP1 counter is entered as 0
`CC(=O)Nc1cccc(C(=O)N/N=C/c2ccc(C)o2)c1` in ZTA DNA inh is entered as -21
`CCn1c(SCC(=O)N/N=C/c2cc(OC)c(OC)c(OC)c2)nc2ccccc21` in EBNA-1 inh is entered as 3

New compounds follow
SMILES	Yeast superoxide	EBNA-1 inh	ZTA DNA inh	core dimer inh	TPT1 inhibitor	PP1 counter	PP5 inh	Fh CTSL1 inh	GASC-1 inh
CC1CCCC(C)N1CC(O)COC1CCC(C(C)(C)C)CC1 (configuration not stated)	103	-4	-11	-30	-3	-11	3.1	-5	8
CC(C)CNc1nnnc2c1sc1nc(N3CCOCC3)c3c(c12)CCCC3	96	-12	-3	-2	2	-4	2.5	3	-2
O=c1[nH]n2c(C(F)(F)F)cc(C3CC3)nc2c1N=Nc1ccccc1	91	5	-1	8	-5	10	3.4	1	4
Cc1onc(-c2ccccc2)c1C(=O)NC(C)C1CCCO1 (configuration not stated)	83	8	-6	1	0	-2	-0.7	0	-5
O=C1c2ccccc2C(=O)c2c([N+](=O)[O-])ccc(O)c21	137	4	-1	-20	-6	0	1.7	-5	18
Cn1cc(/C(Cc2ccccc2)=N\O)c2ccccc21	94	-22	-9	-1	4	-2	4.2	0	3
COCC(C)NC(=O)Cc1ccc(Cl)cc1 (configuration not stated)	88	-1	-12	-1	-3	0	0.2	0	-9
O=C(O)Cc1cc(I)c(Oc2ccc(O)c(I)c2)c(I)c1	96	-11	-2	21	2	13	3.0	2	-8
CC(=O)N1[C@H](C)C=C[C@]1(Cc1ccccc1)C(=O)O	103	12	4	4	-1	2	4.6	-4	-3
N#Cc1cccc(NC(=O)c2ccc(S(=O)(=O)N3CCOCC3)cc2)c1	83	.	18	.	.	-3	0.0	.	1
Cc1cc(C(F)F)n2ncc(C(=O)NCCc3ccccc3Cl)c2n1	115	-7	-5	-6	-3	-2	3.7	-3	7
O=C(/C=C/c1ccccc1)c1ccccc1O	92	8	12	10	1	2	-0.6	2	5
CC(C)(C)C(=O)c1sc(Nc2ccccc2)nc1N	127	-7	3	-5	0	3	4.2	4	-1
COc1ccc(CN(C(=O)c2snc(C(N)=O)c2N)C(C(=O)NC2CCCC2)c2cc(OC)ccc2OC)cc1 (configuration not stated)	93	-7	-4	2	1	2	0.8	3	-16
Cc1ccc(S(=O)(=O)N2[C@@H](c3ccc(Cl)cc3)C(C(=O)O)=CC[C@H]2c2cccs2)cc1	94	6	-3	16	0	3	-2.2	3	3
CC(Sc1ccccc1)C(=O)N(CCC#N)Cc1cccnc1 (configuration not stated)	99	1	-8	1	-2	2	7.6	0	.
Nc1nonc1-n1nnc(C(=O)N/N=C/c2ccc(O)cc2)c1CN1CCCCCC1	99	12	6	0	3	-4	-2.5	0	5
CCOc1ccc(C(=O)OCC(=O)NCCCc2ccccc2)cc1	88	-12	-8	3	1	9	2.0	2	-5
Cc1ccc(S(=O)(=O)NCCCCCC(=O)Nc2c(C)n(C)n(-c3ccccc3)c2=O)cc1	110	1	-7	-4	-1	1	0.2	2	-2
COc1ccc(NC(=O)CN2CCc3ccccc3C2)c(OC)c1	99	0	-4	0	1	-3	3.0	2	26
O=C(Cc1ccccc1Cl)NCCCn1ccnc1	92	8	19	3	-1	-2	-0.6	-1	2
CC(=O)c1sc(NC(=O)CCN2C(=O)C3CC=CCC3C2=O)nc1-c1ccccc1 (configuration not stated)	92	.	1	.	.	2	1.1	.	-5
COc1ccc(CNC(=O)c2cnccn2)cc1	108	2	-7	1	6	3	2.7	0	-1
O=C1CSC(=Nc2cc(Cl)ccc2Cl)N1	91	-9	-25	-5	4	0	-1.8	3	-2
C=CCNc1nc(C)c(CNc2c(C)cc(C)cc2C)nc1C#N	94	-3	-2	-4	-1	-1	-0.5	0	7
CNS(=O)(=O)c1ccc(NC(=O)c2cncc(Br)c2)cc1	107	-10	18	-1	0	-2	0.9	4	9
CC1NC(=O)c2ccccc2-n2c1nc1cc(F)ccc1c2=O (configuration not stated)	100	.	2	.	.	-1	-1.7	.	10
CCn1nc(C)c(CN2CCc3c([nH]c4ccccc34)C2C(C)(C)C)c1C (configuration not stated)	93	6	5	-3	-2	1	1.1	3	0
CCOc1ccc(C2C(C(=O)c3ccc(C)o3)=C(O)C(=O)N2c2nc(C)c(C(=O)OC)s2)cc1 (configuration not stated)	104	-6	1	-1	20	17*	2.6	5	1
COc1ccc(/C(C)=N/NC(=O)CNC(=O)c2cccs2)cc1OC	115	1	-12	3	2	1	-2.7	6	-1
CCNC(=S)NNC(=O)c1csc2ccccc12	85	5	0	-3	8	-1	-0.5	-3	-1
COC(=O)Cn1ncc(N(C)Cc2ccccc2)c(Cl)c1=O	89	-17	-12	-10	1	1	2.9	-1	-5
Nc1cccc(S(=O)(=O)Nc2ccccc2)c1	105	-9	-2	-2	-1	-6	0.8	2	8
Cc1ccc2oc(-c3ccc(NC(=O)c4ccc5c(c4)OCO5)cc3)nc2c1	97	7	-4	17	-2	6	0.7	0	-9
COc1ccc(-n2c(CNC(=O)c3cc(OC)c(OC)c(OC)c3)n[nH]c2=S)cc1	91	2	0	-3	-3	-1	0.5	8	1
Cc1ccc2cccc(OCCCOc3ccccc3CO)c2n1	97	0	-5	-10	-1	-3	0.3	5	6
Oc1ccccc1C1CCCCC1c1ccccc1 (configuration not stated)	97	2	1	-4	-2	4	0.8	1	-7
CC(=O)c1sc(NC(=O)COc2ccc(Cl)cc2C)nc1C	79	-1	-13	12	0	-1	-0.6	11	-9
O=C(COC(=O)COc1ccc(Cl)cc1)NC1CCCCC1	94	-1	-19	-1	-3	-2	1.6	-15	16
CC(C)C(c1nnnn1C1CCCC1)N1CCN(c2ccccc2F)CC1 (configuration not stated)	84	1	-3	5	2	-3	0.7	3	-9
COc1ccc(OCc2nc(N)nc(Nc3ccccc3OC)n2)cc1	103	-6	4	-1	0	-3	2.4	2	-2
COc1ccc(NC(=O)CCS(=O)(=O)c2ccc3c(c2)NC(=O)C(C)S3)cc1OC (configuration not stated)	105	0	9	2	1	-4	-1.1	1	-1

Arranged by count of non-hydrogen atoms (rising): part of the list above
SMILES	Yeast superoxide	EBNA-1 inh	ZTA DNA inh	core dimer inh	TPT1 inhibitor	PP1 counter	PP5 inh	Fh CTSL1 inh	GASC-1 inh
Cc1ccc(OC(F)F)c(NC(=O)Nc2ccc3c(c2)OCO3)c1	104	4	9	9	2	0	3.5	4	-9
O=c1[nH]n2c(C(F)(F)F)cc(C3CC3)nc2c1N=Nc1ccccc1	91	5	-1	8	-5	10	3.4	1	4
CCn1nc(C)c(CN2CCc3c([nH]c4ccccc34)C2C(C)(C)C)c1C (configuration not stated)	93	6	5	-3	-2	1	1.1	3	0

Reformatted: 4 of the compounds above.
| Molecule | Yeast superoxide | EBNA-1 inh | ZTA DNA inh | core dimer inh | TPT1 inhibitor | PP1 counter | PP5 inh | Fh CTSL1 inh | GASC-1 inh |
| --- | --- | --- | --- | --- | --- | --- | --- | --- | --- |
| COC(=O)Cn1ncc(N(C)Cc2ccccc2)c(Cl)c1=O | 89 | -17 | -12 | -10 | 1 | 1 | 2.9 | -1 | -5 |
| Nc1cccc(S(=O)(=O)Nc2ccccc2)c1 | 105 | -9 | -2 | -2 | -1 | -6 | 0.8 | 2 | 8 |
| Cc1ccc2oc(-c3ccc(NC(=O)c4ccc5c(c4)OCO5)cc3)nc2c1 | 97 | 7 | -4 | 17 | -2 | 6 | 0.7 | 0 | -9 |
| COc1ccc(-n2c(CNC(=O)c3cc(OC)c(OC)c(OC)c3)n[nH]c2=S)cc1 | 91 | 2 | 0 | -3 | -3 | -1 | 0.5 | 8 | 1 |
